PAFAH1B3 inh: PAFAH1B3 (human) inhibition. inhibition, % at 3.39 µM. 340,000 compounds, 0.28% hits. recombinant PAFAH1B3, FP-rhodamine probe, fluorescence polarization;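 active = inhibition above the screen-wide average of all tested compounds plus 3 SD, cut at about 25% in these data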;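 also: 0% = enzyme with DMSO only and 100% = wells lacking PAFAH1B3 protein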
Target sequence (Q15102 whole entry, looked up): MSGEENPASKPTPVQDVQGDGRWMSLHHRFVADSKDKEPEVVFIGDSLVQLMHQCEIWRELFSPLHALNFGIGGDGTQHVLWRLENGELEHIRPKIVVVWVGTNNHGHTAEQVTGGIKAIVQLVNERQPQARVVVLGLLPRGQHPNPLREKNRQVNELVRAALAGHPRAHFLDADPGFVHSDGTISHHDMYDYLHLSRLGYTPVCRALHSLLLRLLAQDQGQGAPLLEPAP
PAFAH2 inh: inhibitors of human PAFAH2; AID 492956; recombinant PAFAH2, FP-rhodamine activity probe, fluorescence polarization; 340,000 compounds, 0.99% hits; Q99487; inhibition, % at 3.39 µM;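 active = inhibition above the mean over all tested compounds plus 3 SD, cut at about 30% in these data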;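 also: inhibitors block probe labeling of enzyme so polarization drops; 0% = enzyme with DMSO and 100% = wells lacking PAFAH2 protein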
LYPLA1 counter: counter-screen for PME1 inhibitors: inhibitors of human LYPLA1 | 320,000 compounds, 0.16% hits | O75608 | recombinant LYPLA1, FP-Rh probe fluorescence polarization | inhibition, % at 5.9 µM;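 active = inhibition above the mean of all tested compounds plus 3 SD, set per campaign, cut at about 14% in these data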;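 also: inhibitors block serine hydrolase probe labeling of LYPLA1 so polarization falls; 0% = enzyme with DMSO and 100% = wells lacking LYPLA1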
Target sequence (O75608 whole entry, looked up): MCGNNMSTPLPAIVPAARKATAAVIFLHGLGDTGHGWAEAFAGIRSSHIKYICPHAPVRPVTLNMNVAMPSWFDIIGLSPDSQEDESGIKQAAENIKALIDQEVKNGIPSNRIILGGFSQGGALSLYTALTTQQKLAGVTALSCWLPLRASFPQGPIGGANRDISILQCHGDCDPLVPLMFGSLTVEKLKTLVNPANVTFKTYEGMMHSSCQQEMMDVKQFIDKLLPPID
PAFAH1B2 FP inh: PAFAH1B2 (human) inhibition; inhibition, % at 3.39 µM; recombinant PAFAH1B2, FP-rhodamine activity probe, fluorescence polarization; AID 492953; 340,000 compounds, 1.2% hits;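 active = inhibition above the mean of all tested compounds plus 3 SD, cut at about 24% in these data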;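 also: 0% = enzyme with DMSO and 100% = wells lacking PAFAH1B2; many of its hits are not listed in these tables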
LYPLA2 inh: blocks human lysophospholipase 2, a PME1 counter-screen | O95372 | recombinant LYPLA2, FP-Rh probe fluorescence polarization | inhibition, % at 5.9 µM | 320,000 compounds, 0.38% hits | AID 2177;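 active = inhibition above the screen-wide mean plus 3 SD, limit set per campaign, cut at about 26% in these data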;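 also: 0% = LYPLA2 with DMSO and 100% = wells lacking LYPLA2 enzyme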
Target sequence (O95372 whole entry, looked up): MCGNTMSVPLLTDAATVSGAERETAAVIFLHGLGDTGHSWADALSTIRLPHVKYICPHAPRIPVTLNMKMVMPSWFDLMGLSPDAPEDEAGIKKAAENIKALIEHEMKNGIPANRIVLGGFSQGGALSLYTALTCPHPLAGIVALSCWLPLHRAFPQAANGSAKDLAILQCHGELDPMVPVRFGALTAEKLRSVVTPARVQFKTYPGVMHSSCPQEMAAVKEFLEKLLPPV
PREPL inh: inhibitors of human prolyl oligopeptidase-like enzyme PREPL | 320,000 compounds, 0.68% hits | recombinant PREPL, fluorescence polarization activity-based probe | inhibition, % at 5.96 µM | AID 2751; in the data active = inhibition above about 43%;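 also: 0% = enzyme with DMSO and 100% = wells lacking enzyme; many of its hits are not listed in these tables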
EBNA-1 inhibitor: blocks EBNA-1 binding to DNA; EBNA-1 DNA binding, fluorescence polarization; inhibition, % at 14.8 µM; 300,000 compounds, 0.34% hits; AID 1950; in the data active = inhibition above about 28%
ZTA counter: counter-screen for EBNA-1 inhibitors: inhibitors of Epstein-Barr virus ZTA; P03206; ZTA-DNA binding, fluorescence polarization; 320,000 compounds, 0.15% hits; inhibition, % at 11 µM; in the data active = inhibition above about 33%
Target sequence (P03206 whole entry, looked up): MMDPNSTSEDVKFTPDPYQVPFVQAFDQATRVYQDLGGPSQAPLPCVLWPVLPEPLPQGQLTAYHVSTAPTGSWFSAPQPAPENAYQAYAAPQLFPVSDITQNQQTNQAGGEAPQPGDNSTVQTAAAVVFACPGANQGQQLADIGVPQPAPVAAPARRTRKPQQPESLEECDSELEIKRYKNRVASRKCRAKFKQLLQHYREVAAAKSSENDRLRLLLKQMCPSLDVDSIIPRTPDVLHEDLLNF
pPAFAH inh: inhibitors of human plasma PAF acetylhydrolase (pPAFAH) | Q13093 | recombinant pPAFAH, FP-rhodamine probe fluorescence polarization | inhibition, % at 3.39 µM | 330,000 compounds, 1.5% hits | AID 463082;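 active = inhibition above the mean inhibition across the screen plus 3 SD, cut at about 25% in these data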;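 also: inhibitors block binding of the rhodamine activity-based probe so polarization drops; 0% = enzyme with DMSO and 100% = wells lacking pPAFAH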
The depositor's hits bear a star; x = not tested or not shown. These rows are one share of the data; count on the stated rates, not on these rows.

The first two entries as a preview:
Order of results: PAFAH1B3 inh, PAFAH2 inh, LYPLA1 counter, PAFAH1B2 FP inh, LYPLA2 inh, PREPL inh, EBNA-1 inhibitor, ZTA counter, pPAFAH inh
1. Cc1sc(C(=O)Nc2ccc3ccccc3c2)cc1CC(=O)O
  12.4, 6.2, -1.9, 9.8, -5.4, -0.9, -1.3, 1.4, -4.5
2. COc1ccc(-c2nn3c(-c4ccco4)nnc3s2)cc1OC
  5.6, 6.2, 1.8, 0.6, 11.0, -1.4, 10.2, 3.0, 7.1

All compounds of this part (from the top)
Order of results: PAFAH1B3 inh, PAFAH2 inh, LYPLA1 counter, PAFAH1B2 FP inh, LYPLA2 inh, PREPL inh, EBNA-1 inhibitor, ZTA counter, pPAFAH inh
1. Cc1sc(C(=O)Nc2ccc3ccccc3c2)cc1CC(=O)O
  12.4, 6.2, -1.9, 9.8, -5.4, -0.9, -1.3, 1.4, -4.5
2. COc1ccc(-c2nn3c(-c4ccco4)nnc3s2)cc1OC
  5.6, 6.2, 1.8, 0.6, 11.0, -1.4, 10.2, 3.0, 7.1
3. O=C(C1CCN(Cc2ccc(OCc3ccccc3)cc2)CC1)N1CCCC1
  -4.9, -6.5, -3.2, 1.0, -1.3, 15.3, -2.2, 2.9, 1.2
4. CC(=O)c1ccc(OCc2cc(C(=O)N3CC[C@@H]4CCCC[C@H]4C3)no2)cc1
  3.4, 1.5, -4.9, -4.4, 1.1, 2.1, -13.9, -11.0, -1.3
5. O=C(NC(=S)Nc1ccc(S(=O)(=O)Nc2nccs2)cc1)c1cccc(F)c1
  -2.5, -1.2, 2.7, 0.7, 7.4, 14.8, 2.5, -7.9, 3.8
6. O=C(COC(=O)CSc1ccccc1)Nc1ccc(F)cc1F
  6.2, 1.0, x, 14.9, x, 2.0, x, x, 20.4
7. Cc1nc(-c2cccc(S(=O)(=O)N3CC(C)CC(C)C3)c2)cs1 (stereo unspecified)
  8.5, 4.7, -3.6, 3.3, 8.3, -6.7, -5.1, 6.7, 1.8
8. CNC(=S)N1CCN(c2cccc(OC)c2)CC1
  7.7, -2.5, -4.1, 1.0, -1.0, 15.6, 8.1, -4.5, -4.5
9. CCSc1nc(O)c(C2OC(=O)c3c2ccc(OC)c3OC)c(=O)n1-c1ccccc1 (stereo unspecified)
  8.7, 0.6, -1.9, -2.8, 6.6, 5.0, -2.5, 5.2, -0.2
10. CCc1nc2c(c(=O)c3ccccc3n2C)c(=O)n1-c1ccc(F)cc1
  4.5, 0.7, 1.5, 0.1, 6.3, 0.5, -0.1, -8.0, 2.3
11. COc1ccc2cc(CCN3C(=O)c4ccccc4C3=O)c(=O)[nH]c2c1
  -5.7, 5.1, 1.0, 0.3, 1.5, 13.9, 1.1, -11.9, 2.8
12. Cc1ccc(C(=O)Oc2ccc3ccc(=O)oc3c2)cc1
  1.8, -1.1, -4.1, 2.1, 10.5, 20.5, 1.5, -10.8, 0.6
13. Cc1cccc(NC(=O)N(C)Cc2cccs2)c1
  13.9, -4.4, -2.0, 2.1, -2.9, -1.3, -14.6, -9.8, -6.3
14. COc1ccc(N2CCN(C(=O)CCc3nc(-c4ccc(C)cc4)no3)CC2)cc1
  -5.0, 7.8, -2.9, 7.8, 5.5, -32.4, -8.3, -11.8, -0.8
15. CC(=O)c1cccc(NC(=O)COC(=O)COc2c(Cl)cc(Cl)c3ccc(C)nc23)c1
  0.2, -1.3, -2.6, -0.7, -3.6, 4.4, 8.2, -7.4, 2.7
16. O=C1NC[C@@H](Cc2cccc3ccccc23)N(CC2CCCCC2)C1=O
  4.3, 6.1, 0.0, 2.1, -7.3, -7.9, 11.1, 23.8, 4.2
17. COc1ccc(-n2c(=S)[nH]c3cc(C(=O)NCCCN4CCCC4=O)ccc3c2=O)c(OC)c1
  2.6, -14.4, 2.4, 2.4, 5.4, 7.7, 13.7, 9.6, 8.8
18. COc1cc2c(cc1NC(=O)COC(=O)/C=C/c1ccc([N+](=O)[O-])cc1)oc1ccccc12
  4.6, 2.1, -2.7, 1.7, -8.0, -8.1, -11.9, 2.1, -1.3
19. COc1ccc2oc(=O)cc(-c3cc4ccccc4o3)c2c1
  7.7, -3.1, 1.1, 1.5, -4.2, 6.3, -5.7, 8.6, -5.3
20. O=c1[nH]nc(CSCc2ccccc2Cl)[nH]1
  1.7, -3.8, 1.4, 2.7, 3.7, 3.1, 0.9, -6.0, 6.5
21. COCCn1c(N)c(NCc2ccccc2)c(=O)n(CC(=O)Nc2cc(C)ccc2C)c1=O
  -2.5, 10.9, 3.4, -5.5, 0.4, 5.8, 2.2, -5.5, 2.0
22. CCc1ccc(N2CC(C(=O)OC)CC2=O)cc1 (stereo unspecified)
  5.5, -2.5, -0.5, 3.4, -1.2, -16.8, 2.0, 1.3, 3.4
23. NC(N)=NCCCC(NC(=O)c1ccccc1)C(=O)Nc1ccc2ccccc2c1 (stereo unspecified)
  1.3, -10.8, -1.1, -4.0, -1.7, -3.2, 1.7, -12.7, 0.6
24. CC1CCC2(CC1)NC(=O)N(CC(=O)NC(=O)NC1CCCC1)C2=O (stereo unspecified)
  -1.5, -4.6, 2.6, 12.7, 10.3, -3.4, 4.1, -12.7, 8.5
25. COc1ccc(C(=O)NCCNC(=O)c2cnccn2)cc1
  1.2, -1.5, 0.9, 1.3, 6.0, -2.5, 1.4, -0.4, 0.0
26. O=C(OCC(=O)c1c[nH]c2ccccc12)c1cccc(O)c1
  1.7, 2.5, -8.8, -2.0, -1.4, -9.1, -2.0, -8.7, -0.5
27. O=C(c1ccco1)c1cn(CC(=O)N2CCCCCC2)c2ccccc12
  -6.9, -1.7, -2.1, 3.3, 0.6, -0.6, -3.3, -0.3, -4.0
28. COc1ccc(N=C2SC(C(=O)O)CC(=O)N2Cc2ccc(OC)c(OC)c2)cc1 (stereo unspecified)
  -1.4, -5.3, -3.2, 2.3, 0.9, -1.8, 11.8, 3.8, -0.9
29. CCC(=NC)C1=C(O)CC(c2ccccc2)CC1=O (stereo unspecified)
  3.8, -2.4, 2.1, -1.9, 4.9, 9.6, 2.1, -6.5, -3.8
30. N#CC1=C(N)N2C(=C(C#N)C13CCN(Cc1ccccc1)CC3)Nc1ccccc12
  3.5, 7.5, 2.2, 3.9, 3.7, 25.4, 0.9, 1.1, -0.9
31. CC(C)NC(=O)c1ccc2c(c1)N(CC(=O)N1CCCC1)C(=O)C(C)(C)O2
  5.9, 4.2, 0.5, 0.3, 7.5, 8.1, -10.7, 10.8, -0.4
32. COc1cccc(NC(=O)Nc2cc(C)ccc2F)c1
  5.0, -4.0, -1.8, 3.3, 1.3, 2.6, 6.7, -2.0, 4.0
33. Cc1nc(N2CCN(c3ccccn3)CC2)c2c(C)c(C(=O)Nc3ccccc3F)sc2n1
  8.2, 1.6, -0.8, 0.1, -2.1, 22.6, -1.2, -2.0, 1.0
34. COc1cccc(COC(=O)CSCC(=O)Nc2cccc(C)c2)c1OC
  9.6, 7.3, -0.6, 4.7, -0.4, -7.8, 0.3, 2.2, 11.0
35. COc1cc(OC)cc(C(=O)OCC(=O)Nc2sccc2C(N)=O)c1
  2.8, -2.8, -10.8, -0.7, -6.0, -14.1, 5.2, 3.5, 1.3
36. CCOc1ccc(-n2c(SCC(=O)NC3CCS(=O)(=O)C3)nnc2-c2cccnc2)cc1 (stereo unspecified)
  -1.6, 4.7, -2.5, 0.7, 3.5, 4.5, 4.8, 10.0, 2.9
37. CCC/C=N/NC(=O)c1ccc(F)cc1
  2.8, 0.7, -0.8, -4.9, -2.6, 0.8, 3.5, 2.6, -1.0
38. NNC(=O)c1cc(-c2cccs2)nc2ccccc12
  3.0, -0.1, -12.0, -4.8, -24.6, -8.5, -8.7, -17.8, 0.8
39. Cc1ccc(/C(O)=C2\C(=O)C(=O)N(CC(C)O)C2c2ccccn2)cc1 (stereo unspecified)
  1.9, 1.8, 0.5, -0.5, -4.1, 13.1, 5.2, 6.7, 4.2
40. O=c1[nH]c(SCc2ccc(Cl)cc2)nc2ccccc12
  12.2, -2.0, -0.7, 26.3*, 1.7, -0.6, 3.5, 17.6, 8.2
41. O=C(CSc1ccccc1F)Nc1ccc(N2CCOCC2)cc1
  10.6, -5.5, 1.6, 5.8, -2.6, 54.7*, x, 0.1, -6.9
42. CCCC(=O)NCc1cc(-c2nn(C)c(=O)c3ccccc23)ccc1C
  4.3, 1.8, -2.3, 4.0, 5.7, -1.6, 0.3, -4.7, 8.4
43. CN(C)CC(O)COc1ccc(C(C)(C)c2ccc(OCC(O)CN(C)C)cc2)cc1 (stereo unspecified)
  3.2, 0.1, 3.6, -0.6, 3.9, -0.2, -5.2, -6.1, -0.8
44. O=C(CNC(=O)c1cccs1)NCC(=O)OCc1ccc(F)cc1
  1.6, 4.8, 1.8, 0.3, 3.1, 10.3, -2.6, -3.2, -2.0
45. CCn1c(=O)c(-c2ccccc2)c(O)c2ccccc21
  7.8, 6.2, 0.7, 0.2, 5.3, 2.2, -2.0, 11.0, -0.8
46. O=C(NC1CCCCCCC1)c1ccc(CNc2c(N3CCOCC3)c(=O)c2=O)cc1
  2.7, 3.9, -1.7, 1.7, 3.9, 2.0, 2.7, 8.3, 0.9
47. O=C(CN1CCN(c2ccccc2O)CC1)Nc1ccccc1C(=O)NCCc1ccccc1
  -1.7, 0.5, 0.4, 0.1, 2.2, 15.6, x, 7.5, 9.8
48. CC(C)=CCC/C(C)=C/CC/C(C)=N/O
  6.0, 1.3, -3.4, 11.9, 1.3, 5.2, 0.6, 11.2, 5.0
49. CCOC(=O)C1Cn2c(nc3c(c2=O)C2(CCCC2)Cc2ccccc2-3)S1 (stereo unspecified)
  15.8, -3.2, -3.0, 13.9, 3.6, 11.9, -5.0, -13.8, 2.8
50. CCOc1ccc(S(=O)(=O)N2CCCCC2)cc1NC(=O)Cc1ccccc1
  -1.7, 10.0, -1.7, 3.5, 1.1, 14.8, x, -3.3, -1.5
51. CCN(CC)CCOC(=O)c1ccc(Cl)cc1
  0.8, -4.2, -1.8, -3.3, 3.2, -4.6, 9.9, -5.4, 1.9
52. O=C(Cc1ccc(F)cc1)N1CCC(N2CCC(C(=O)N3CCOCC3)CC2)CC1
  0.2, 3.2, -1.5, 2.2, -1.8, -3.0, -1.4, 5.8, -1.3
53. CC(=O)c1ccc(N2CCN(C(=O)Nc3ccc(C)cc3)CC2)cc1
  4.4, 0.8, 1.8, 3.2, 5.4, 1.9, 0.2, 11.5, 0.7
54. O=c1[nH]c(NCCO)nnc1Cc1ccccc1
  -2.6, 0.8, 1.8, -1.0, -7.9, -0.2, -14.1, 8.0, -0.3
55. Cc1nc2cc3ccccc3cc2c(=O)[nH]1
  7.0, 0.1, -2.3, -0.1, -1.1, 14.4, -6.6, -5.2, 26.5*

Bioassay records (PubChem)
